# Cav32 inh: inhibitors of human Cav3.2 T-type calcium channel | B-score at 10 µM | Cav3.2-expressing cells, Fluo-4 calcium fluorescence FDSS; hits give low values | AID 449739 | 100,000 compounds, 4% hits;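 active means single-dose well whose peak fluorescence ratio is a statistical outlier from its plate by either plate-standardised score or position-corrected B-score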
# Active calls of the source: *. Not all compounds are listed. The share of hits here may be higher or lower than overall.
Cav32 inh,SMILES
0.93,CCOC(=O)c1ccc(NC(=O)CC2SC(=NC)N(C)C2=O)cc1 (stereo not given)
-5.3*,O=C(CSc1nnc(-c2ccc(Cl)cc2)n1Cc1ccco1)NCc1ccc2c(c1)OCO2
0.15,CCOC(=O)C1CCN(c2c(NCc3ccc(C(=O)NCCOC)cc3)c(=O)c2=O)CC1
1.8,CC(=O)Nc1cc(OC(C)=O)c2nonc2c1OC(C)=O
0.33,O=C(CN1CCOCC1)N1CCN(c2ccc3ccccc3n2)CC1
0.36,C[C@@H]1C=C[C@](Cc2ccccc2)(C(=O)NCC2CC2)N1C(=O)c1ccccc1
-0.35,CC(C)n1nnnc1-c1cccc(Cl)c1
0.79,CCOC(=O)C1=C(C)Nc2ncnn2C1/C=C/c1ccccc1 (stereo not given)
0.4,C[C@@H](O)[C@@H]1NC(=O)c2cc([N+](=O)[O-])cc(I)c2NCC[C@@H](C(N)=O)NC(=O)CNC1=O
-0.91,CCO[C@H]1OC(C(=O)O)=C[C@@H](C2CCCCC2)[C@@H]1CCCO
1.3,CNC(=O)C1CCC(=O)N1Cc1ccccc1Cl (stereo not given)
-0.073,O=S(=O)(NCC(c1cccnc1)N1CCN(c2ccccc2)CC1)c1cc(F)ccc1F (stereo not given)
-1.6,C#Cc1ccc([C@H]2C=C(C(=O)NCc3nc4ccccc4[nH]3)O[C@@H](OCc3ccc(CO)cc3)C2)cc1
0.38,O=C(CNC(=O)c1ccco1)NCC(=O)OCc1ccc(C(=O)Oc2ccc(Cl)cc2)cc1
0.82,CC1CCN(CCC(=O)N2CCCc3c2c(=O)oc2ccc(O)cc32)CC1

# Further records.
Cav32 inh,SMILES
0.074,COC(=O)c1c(N)c(C#N)c(C)n1-c1ccccc1
0.75,O=C1NC(c2ccc3c(c2)OCO3)Oc2ccccc21 (stereo not given)
-0.31,c1ccc(-c2ccc(-n3ccnc3)cc2)cc1
-0.36,CCc1ccc(C(=O)c2cncc(Br)c2)cc1
-0.61,O=C(Nc1cccc(Cl)c1)NC1(C(=O)NCc2cccs2)CCCCC1
0.42,Cc1ccc(S(=O)(=O)Cc2cn3cccnc3n2)cc1
-0.11,CCC(C)(C)n1nnnc1C(c1cc2cc(C)cc(C)c2[nH]c1=O)N1CCCC1 (stereo not given)
-0.18,COc1cc2c(c(OC)c1)C(c1cccc(OC)c1OC)CC(=O)N2 (stereo not given)
0.46,O=C(Nc1ccc2oc(-c3cccnc3)nc2c1)c1cc2ccccc2o1
1.4,COc1ccc(-c2c3c(nc4sc5c(=O)[nH]c(C)nc5c24)CCC3)cc1
-2.5,O=C(CSCc1ccccc1)N/N=C/c1ccccc1OCc1ccccc1
-3.4,O=C(Nc1ccc2c(c1)OCCO2)C(c1ccc(F)cc1)N1CCCCC1 (stereo not given)
0.098,O=C1/C(=C\Nc2ccccc2)CCN1c1ncccn1
0.76,CCOc1nc(-c2ccc(C)cc2)ccc1-c1noc(-c2cccnc2)n1
-0.015,CC(=O)Nc1cccc(NC(=O)c2sc3ncn(CC(=O)N4CCCCC4)c(=O)c3c2C)c1

# Next results follow.
Cav32 inh,SMILES
0.024,Cc1nc(SCC(N)=O)[nH]c(=O)c1Cc1ccc(OC(C)C)cc1
-7.6*,CCN(CC)S(=O)(=O)c1cc(C(=O)Nc2cc(Cl)ccc2N2CCN(C)CC2)ccc1Cl
-0.046,Cc1cc(C(=O)CSc2nnc(-c3ccccc3)n2Cc2ccc3c(c2)OCO3)c(C)n1C
0.57,N#CC1=C(N)N(c2ccccc2Sc2ccccc2)C(=O)C1
1.3,COc1ccc(-n2nc(C(=O)NCC(=O)N3CCN(c4ccccn4)CC3)c3ccccc3c2=O)cc1
-0.19,Cc1ccc(NC(=O)Nc2sc(=S)n(C)c2C)cc1
-0.082,CCOCc1nnc(NC(=O)CCc2ccccc2)s1
0.71,Cc1nnc(NC(=O)c2cccc(Br)c2)s1
-0.74,COc1ccc(C(CC(=O)N2CCCCC2)c2c(OC)cc(OC)c3c(-c4ccccc4)cc(=O)oc23)cc1 (stereo not given)
0.37,Cc1nc(C)c(C(=O)C2=C(O)C(=O)N(CCCn3ccnc3)C2c2ccc(Cl)cc2)s1 (stereo not given)
-0.4,CCOc1ccccc1Nc1nnc(SCC(=O)N2CCCC2)s1
0.84,CCc1nnc(NC(=O)CSc2nc3cc4c(cc3cc2C)OCCO4)s1
0.86,CCc1ccc(CNn2cnnc2SCC(=O)NC(C)(C)C)cc1
0.15,NC(=O)CC(NC(=O)Cc1ccc(Br)cc1)c1ccc(NCc2ccccn2)c([N+](=O)[O-])c1 (stereo not given)
-0.24,CC(C)(C)NC(=O)COC(=O)c1ccc(O)cc1

# Next section:
Cav32 inh,SMILES
-2.2,CCC(=O)N1CCN(c2ccccc2NC(=O)COc2cccc(C)c2)CC1
0.14,CC1CN(C(=O)CN2C(=O)NC(C)(c3ccccc3)C2=O)CC(C)O1 (stereo not given)
-1.1,CCn1c(=O)cc(SCC(=O)NCc2ccc(C)cc2)c2ccccc21
-0.24,COc1ccc(/C=c2/sc3n(c2=O)C(c2ccccc2OC)C2=C(N=3)c3ccccc3CC2)cc1O (stereo not given)
0.52,Cc1nc(CCN2C(=O)c3ccccc3C2=O)cs1
-0.26,Oc1c(C(c2ccco2)N2CCC3(CC2)OCCO3)sc2ncnn12 (stereo not given)
-0.37,c1ccc(N2CCN(c3ncnc4sc5c(c34)CCC5)CC2)cc1
0.98,Cn1c(NCCCO)nc2ccccc21
-0.88,O=C(Oc1ccc(N(Cc2cccs2)C2=NS(=O)(=O)c3ccccc32)cc1)c1ccccc1F
0.0051,Cc1cc(C)n(CC(O)COCc2ccccc2)n1 (stereo not given)
1.2,Cc1csc(SCCn2c(N3CCN(c4ccccc4)CC3)nc3c2c(=O)[nH]c(=O)n3C)n1
-0.95,CCOC(=O)c1ccc(NC(=O)C(CC)(CC)C(=O)OCC)cc1
-3.3,O=C(c1ccc(Cl)s1)N1CCOCC1
0.46,CC(C)(C)NC(=O)COc1ccc(CNCc2cccs2)cc1
0.89,CCOc1cc(C(=O)NCCOC)cc(OCC)c1OCC

# The list goes on.
Cav32 inh,SMILES
0.034,COC(=O)c1cn(C(=O)c2ccc(Br)o2)c2ccccc12
0.33,Cc1nc(N2CCCC2)c2nnn(Cc3ccccc3Cl)c2n1
0.97,CCOC(=O)c1sc2nc(-c3ccco3)c3c(c2c1N)CC(C)(C)OC3
-2.1,COc1ccccc1CNn1c(-c2cccc(C)c2)nc2ccccc2c1=O
0.091,CCOC(=O)C(C)Sc1ncc(OC)c(=O)[nH]1 (stereo not given)
-3.6*,CC[C@H](C)/C=C(C)/C=C/C(=O)Cc1cc(O)c(C)c(O)c1C=O
-0.43,CN(C)C1NC(=O)c2cc(-c3ccccc3)sc2N1 (stereo not given)
1.6,COC(=O)c1ccc(NC(C)=O)o1
-3.5,COc1ccc(O)c(C(=O)CC(=O)c2ccc(F)cc2)c1
0.014,N#Cc1ccccc1NC(=O)CSc1nnc(-c2ccccc2)n1-c1ccccc1
-3.7,O=C(Nc1ccc(N2CCOCC2)cc1)c1cccc(S(=O)(=O)N2CCC(Cc3ccccc3)CC2)c1
0.2,Cc1ccccc1OCC(=O)OC(C)CN1CCN(C)CC1 (stereo not given)
0.034,CCC(C)[C@H]1CN=C(N)N1CCc1cccc2ccccc12 (stereo not given in full)
-3.8*,c1ccc(Cn2nnnc2C(c2cccs2)N2CCc3ccccc3C2)cc1 (stereo not given)
1.2,C#CCNC(=O)C1=C[C@@H](c2ccc3c(c2)OCO3)C[C@@H](OCCCCO)O1

# (next part)
Cav32 inh,SMILES
-0.99,COc1ccc(-c2ccc([C@H]3[C@H]4C=CC[C@@H](C)[C@@H]4C(=O)N3Cc3ccccc3)c(F)c2)cc1
0.62,O=C(c1ccc(S(=O)(=O)N2CCOCC2)cc1)N1CCc2ccccc2C1
0.079,O=C(O)CCCC(=O)NCc1ccccn1
-0.03,COc1ccc(C(=O)Nc2ccc(Cl)cc2C(=O)NCCN2CCOCC2)cc1
0.9,COc1ccc(-n2c(C)nc3cc(C(=O)NCCN4CCOCC4)ccc32)cc1
-1.4,CCOC(=O)c1oc2ccccc2c1NC(=O)c1ccc(Cl)s1
-0.78,O=C(CSCc1c(Cl)cccc1Cl)NCc1ccco1
0.59,O=C1c2cc(F)ccc2OC2(CCNCC2)C12CC(c1ccccc1)=NO2 (stereo not given)
0.33,COc1ccc(NC(=O)C(NC(C)=O)C(=O)NCc2ccccc2Cl)cc1 (stereo not given)
-2.4,Cc1ccc(NC(=O)COc2ccccc2CNC(C)(C)CC(C)(C)C)cc1
0.85,Cn1c(SCC(=O)NCC2CCCO2)nnc1-c1ccc(S(=O)(=O)N2CCCC2)cc1 (stereo not given)
-0.45,COC(=O)c1cccc(S(=O)(=O)N2CCC(C)CC2)c1
-0.78,Cc1ccc2nc(N3CCN(S(=O)(=O)c4ccc5c(c4)OCCO5)CC3)c(C#N)cc2c1
-0.21,Cc1ccc(NC(=O)c2ccccc2N(C)S(C)(=O)=O)cc1C
-0.36,O=C(CSc1ccc2nnc(-c3ccccn3)n2n1)Nc1nccs1

# Additional structures.
Cav32 inh,SMILES
0.82,CC1(C)CC(=O)C(C=NCc2cccnc2)=C(O)C1
-2.2,CCOC(=O)C1CCN(C(=O)c2sc3nc(C)nc(N4CCC(C)CC4)c3c2C)CC1
1.3,O=c1cc(O)c2c(=O)n(C3CCCCC3)c3ccccc3c2o1
-0.64,Cc1ccccc1NC(=O)c1ccc2c(c1)C(=O)N(CCC(C)C)C2=O
-1.3,CCOC(=O)C(CCCOc1cccc(OC)c1)C(=O)OCC
-1.3,O=C(Nc1ccn(Cc2c(F)c(F)cc(F)c2F)n1)c1ccc(COc2ccc(Cl)cc2Cl)o1
-0.82,CCOC(=O)C1CCN(S(=O)(=O)Cc2ccccc2)CC1
-0.9,Cn1c(SCC(=O)NCc2ccc3c(c2)OCO3)nc2scc(-c3cccs3)c2c1=O
0.01,COc1ccc(-c2ncncc2-c2csc(C)n2)c(O)c1
-0.37,CCOC(=O)c1[nH]c(C)c(CN(CCc2ccccc2)S(C)(=O)=O)c1C
-0.093,CCOC(=O)c1cc2sc(C)cc2n1CC(=O)N1CCc2ccccc21
-0.39,CCC(=O)N1CCCn2c1nc1ccccc12
0.046,COc1ccc2c(c1)CC(C1(O)C(=O)Nc3ccccc31)C2=O (stereo not given)
-0.81,Cc1cc(C(=O)N2CCN(C(=O)C3CCCO3)CC2)no1 (stereo not given)
1.6,Cc1nc2ncnn2c(C)c1Cc1ccc(Cl)cc1

# Going on with the list.
Cav32 inh,SMILES
0.5,Cc1c(C(=O)OC2CCCCC2)[nH]c2c1C(=O)CC(C)(C)C2
0.39,CC(=O)OC(C(=O)n1nc(C)cc1C)c1ccccc1 (stereo not given)
1.1,CC(=O)CCc1ccc(OC(=O)c2cccnc2)cc1
-0.0046,O=C(NCC(=O)N(Cc1ccccc1)C(C(=O)NC1CCCC1)c1ccncc1)c1ccco1 (stereo not given)
-0.32,c1ccc(-c2cnnc(N3CCCCC3)n2)cc1
-0.64,COc1ccc(-c2cc(C(F)(F)F)nc(SCC(=O)NCc3ccco3)n2)cc1OC
-1.3,COC(=O)c1[nH]c2c(c1C)C(=O)CC(c1cc(OC)ccc1OC)C2 (stereo not given)
0.63,Cc1ccccc1CS(=O)(=O)Cc1ccc(C(=O)NCc2cccnc2)o1
0.04,Cc1ccc(C(=O)NCc2ccc3c(c2)OCO3)cc1S(=O)(=O)N1CCOCC1
-3.7,Clc1ccc(OCCCc2nc(-c3cccnc3)no2)c(Cl)c1
0.1,CC1CCN(S(=O)(=O)c2ccc(C(=O)Nc3sccc3C(N)=O)cc2)CC1
0.12,Cc1ccc(C(=O)/C=C/c2ccccc2)o1
0.6,Cn1nnnc1SCc1nnc(-c2ccc(F)cc2)o1
0.79,O=C(NCC1CCCO1)c1onc(CSc2ccc(Cl)cc2)c1C(=O)O (stereo not given)
-0.1,C=CCSc1nsc(N)n1

# Other results
Cav32 inh,SMILES
0.042,CNc1nc(-c2ccc(Cl)cc2)cs1
1.7,CC1(C)Cc2c(c(N3CCOCC3)nc3sc(C(=O)N4CCCCC4)c(N)c23)CO1
0.49,CCOC(=O)c1cnn(-c2ccc(C(F)(F)F)cn2)c1N
-0.0066,CC(C)COc1ccc(/C(O)=C2/C(=O)C(=O)N(CCN(C)C)C2c2ccncc2)cc1 (stereo not given)
1.2,CC(C)(C)NC(=O)CSc1nsc(SCC(=O)NC(C)(C)C)c1C#N
0.053,COc1cc(NC(=S)NN2CCOCC2)cc(OC)c1
0.59,CC(O)[C@H]1CNC(=O)C(=O)N1CCc1cccc2ccccc12 (stereo not given in full)
0.38,Cc1ccc(Nc2nc(NCCO)nc(N3CCCC3)n2)cc1
-1.3,Cc1ccc(CNC(=O)c2ccc(C#CC(C)(C)O)s2)cc1
0.74,Cc1cc(C(=O)CSc2nc(N)cc(=O)[nH]2)c(C)n1CCc1ccc(Cl)cc1
0.34,Cc1ccc(CNC(=O)CSc2nnnn2C)cc1
